# Screens from PubChem.
# TSHR antagonist: antagonists of human thyroid stimulating hormone receptor | activity change, negative = inhibition, % at 11.5 µM | P16473 | hit rate 0.2% among 330,000 | TSHR-expressing cells, TSH-stimulated cAMP HTRF, 2 h; hits give low values;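 active means activity change below a set negative limit, meaning inhibition stronger than a set level, cut at about -70% in these data; inconclusive means activity change between two set negative limits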; further: on the % scale 0 is the no-effect control and ±100 the full control effect
# Target sequence (P16473 whole entry, looked up): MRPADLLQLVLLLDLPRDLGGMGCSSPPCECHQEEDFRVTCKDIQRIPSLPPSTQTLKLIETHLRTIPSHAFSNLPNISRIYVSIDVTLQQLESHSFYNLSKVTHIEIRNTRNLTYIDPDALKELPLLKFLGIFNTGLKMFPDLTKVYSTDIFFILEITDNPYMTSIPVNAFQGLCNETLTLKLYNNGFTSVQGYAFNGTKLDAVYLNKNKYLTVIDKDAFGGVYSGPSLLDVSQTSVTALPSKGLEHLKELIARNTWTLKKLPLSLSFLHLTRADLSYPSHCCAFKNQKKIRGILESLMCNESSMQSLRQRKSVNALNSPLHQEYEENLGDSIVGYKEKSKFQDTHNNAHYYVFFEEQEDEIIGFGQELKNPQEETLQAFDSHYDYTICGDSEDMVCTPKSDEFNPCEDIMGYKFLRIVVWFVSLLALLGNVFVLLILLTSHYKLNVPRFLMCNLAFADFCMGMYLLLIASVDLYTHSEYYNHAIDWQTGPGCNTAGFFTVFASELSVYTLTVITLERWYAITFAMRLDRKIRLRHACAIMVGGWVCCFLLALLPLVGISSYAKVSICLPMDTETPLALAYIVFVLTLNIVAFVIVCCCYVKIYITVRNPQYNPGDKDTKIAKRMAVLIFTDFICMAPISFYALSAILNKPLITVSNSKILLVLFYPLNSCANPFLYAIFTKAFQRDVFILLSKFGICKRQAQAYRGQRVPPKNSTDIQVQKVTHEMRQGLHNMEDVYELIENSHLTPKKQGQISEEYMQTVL
#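 Freshly harvested TSHR cells receive pin-tooled compound, then EC80 TSH at 4nM final. After 2 hours at 37 deg C, antibody in lysis buffer and cAMP-d2 are added; 30 minutes at ambient temperature precede the HTRF read.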
# TSG101-PTAP inh: blocks PTAP/TSG101 interaction to inhibit HIV-1 budding; Q99816; Fluorescence polarization, FITC-PTAP peptide / Tsg101 binding; Potency, µM (highest dose often 115 µM), for inactives: at the top dose activity change, negative = inhibition, hits mostly inhibitors; 340,000 tested, under 10 active; active means well fitted inhibition curve with a large enough effect in the main read-out, with a control signal flat, not every such curve was filed as active; inconclusive means small, poorly fitted or top-dose-only effect, or effect the other way, or a change in a side signal; inactive means no such curve, though single readings can be large or run the other way; further: potency means the concentration at half of the fitted maximal effect; % of control where 0% means no effect
#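 Fluorescence anisotropy tracks displacement of a FITC-tagged PTAP peptide (50 nM) from the Tsg101 binding domain (10 uM), following a 20 min room-temperature incubation at pH 7.5.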
# TCR activator: activates T cell receptor signaling | Potency, µM (series often up to 9.22 µM), for the others: top-dose activation of IL-2 secretion, actives largely listed as activators | primary human leukocytes, anti-CD3, IL-2 HTRF, 48 h | 330,000 tested, under 10 active; further: % of control where 0% means no effect
#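 HTRF read-out of IL-2 secretion: europium cryptate donor excited at 320nm, d2 acceptor emission at 665nm. Cells were primary human leukocytes incubated 48 hr with compounds and a-CD3 beads, supplying TCR signal only.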
# ELG1 DNA repair: inhibitors of ELG1-dependent DNA repair in HEK293T cells | HEK293T ELG1-luciferase reporter, luminescence, 16 h; DNA damage induced by 5-fluorouridine | Potency, µM (series often up to 46.1 µM), without a hit: at the highest dose activity change, negative = inhibition, hits mostly inhibitors | hit rate 2.3% among 330,000; further: potency means the concentration at half of the fitted maximal effect; on the % scale 0 is the no-effect control and ±100 the full control effect; nearly all actives have a fitted effect of over 55% in size
#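 Quantitative HTS, concentration-response format. 2,000 cells/well co-treated with 5-fluorouridine and compound, 16 hr in 5% CO2 at 37 °C; ONE-Glo luminescence read after 30 min.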
# B2AR arrestin: agonists driving beta-arrestin recruitment to human beta2-adrenergic receptor; beta-arrestin recruitment to beta2AR, cell-based reporter; P07550; Potency, µM (titrated, usually from 46.1 µM), for inactives: top-dose activation, most hits filed as activators; hit rate 0.02% among 330,000;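 further: potency means the concentration at half of the fitted maximal effect; 0% = DMSO controls and full agonism = EC100 isoproterenol or metaproterenol; nearly all actives have a fitted effect of over 65% in size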
# Eya2 phos inh: blocks the phosphatase activity of human Eya2; O00167; recombinant Eya2, OMFP fluorescence dephosphorylation (OMFP is methylfluorescein phosphate); Potency, µM (top dose mostly 76.9 µM), inactives show at the top dose activity, negative = inhibition, actives largely listed as inhibitors; hit rate 0.006% among 330,000; AID 488837; further: potency means the concentration at half of the fitted maximal effect; on the % scale 0 is the no-effect control and ±100 the full control effect
#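 Eya2 (0.2 uM) preincubated 10 min at ambient with compound, then OMFP substrate added at 50 uM; 10 min reaction in 50 mM HEPES pH 7.5, 50 mM NaCl, 5 uM MgCl2, 0.05% BSA, 1 mM DTT. Fluorescence read at Ex 485/Em 525 nm.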
# Mito fusion act: blocks mitochondrial division or promotes mitochondrial fusion; S. cerevisiae fusion-defective mutant growth rescue, CellTiterGlo 48 h; Potency, µM (top dose mostly 46.1 µM), for the others: at the highest dose growth rescue (activation), most hits filed as activators; hit rate 0.23% among 320,000;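 further: potency means the concentration at half of the fitted maximal effect; % of control where 0% means no effect; nearly all actives have a fitted effect of over 45% in size; temperature-sensitive fusion mutants such as fzo1-1 at 37 °C on non-fermentable ethanol glycerol medium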
#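 Read-out: ATP-based luminescence (CellTiterGlo, 10 min ambient) reporting growth of fusion-defective ts yeast after 48 hours at 37C on glycerol/ethanol YPEG medium in the presence of compound.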
# Tb PFK block: blocks T. brucei phosphofructokinase; AID 485367; Potency, µM (highest dose often 57.5 µM), inactives show top-dose activity, negative = inhibition, usual class: inhibitors; T. brucei PFK, ADP-Glo luminescence; O15648; hit rate 0.17% among 330,000;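 further: potency means the concentration at half of the fitted maximal effect; 0% = uninhibited 1x PFK enzyme wells and -100% = no-enzyme wells; nearly all actives have a fitted effect of over 60% in size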
#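 ADP-Glo luminescence quantified ADP after 45 min at room temperature, with 1.25 nM T. brucei PFK, 0.1 mM ATP and 0.5 mM fructose-6-phosphate in pH 8.0 TEA buffer. qHTS titrations up to 57 µM; curves classified by quality.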
# uPA generation: cell surface uPA generation inhibition; cell surface uPA generation assay, qHTS; hit rate 0.31% among 330,000; Potency, µM (highest dose often 38.3 µM), without a hit: at the highest dose activity change, negative = inhibition, most hits filed as inhibitors; active means well fitted inhibition curve with a large enough effect; inconclusive means small, poorly fitted or top-dose-only effect; inactive means no such curve, though single readings can be large or run the other way; tested in mouse RAW 264.7 cells; further: potency means the concentration at half of the fitted maximal effect; on the % scale 0 is the no-effect control and ±100 the full control effect; nearly all actives have a fitted effect of over 55% in size
# USP2a block: inhibitors of human ubiquitin-specific protease USP2a | O75604 | USP2 core, Ub-CHOP2 coupled fluorogenic reporter, 485/531 | Potency, µM (series often up to 38.3 µM), without a hit: top-dose activity change, negative = inhibition, hits mostly inhibitors | hit rate 0.01% among 330,000;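 further: potency means the concentration at half of the fitted maximal effect; plate controls were DMSO wells for no effect and full inhibition by NEM control for full effect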
#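 Deubiquitinase activity read as fluorescence (485/531 nm) after Ub-CHOP2 cleavage activates the enterokinase reporter on its substrate; USP2 core 10nM, Ub-CHOP2 and substrate 25nM each, 30min compound preincubation then 60min RT; data normalized to NEM, curves fitted.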
# Chronic BCR inh: blocks chronic active B-cell receptor signaling; ABC-DLBCL IkBa-CBG/CBR reporter, luminescence ratio, 4 h; Potency, µM (doses to about 46.1 µM), for the others: at the top dose ratio change, negative = lower green/red ratio, most hits filed as inhibitors; hit rate 0.05% among 340,000; AID 493014; active means well fitted inhibition curve with a large enough effect in the signal ratio, with a control signal flat, not every such curve was filed as active; inconclusive means small, poorly fitted or top-dose-only effect, or effect the other way, or a change in a side signal; the % refers to the signal ratio;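 further: potency means the concentration at half of the fitted maximal effect; plate controls were basal doxycycline-induced cells for no effect and cells given 10 µM MG132 for full effect; MG132 reads +100%, hits lower the ratio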
#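 Concentration-response series (up to 46 uM) were applied to TMD8 dual-reporter cells for 4 h at 37C with doxycycline. Green/red ratio, after filter-overlap correction, defined %Activity; red signal alone was normalised to basal cells and zero luminescence.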
# Active calls of the source: *; ? = inconclusive; nt = not tested or not shown; [ ] = dose if it differs, or a comment. Unless noted, the call rests on the fitted dose curve; in most records, active means well fitted curve in the direction sought with a large enough effect; inconclusive means small, poorly fitted or top-dose-only effect, or another doubt; inactive means no such curve, though single readings can be large; an effect the other way counts as inactive or inconclusive.
SMILES,TSHR antagonist,TSG101-PTAP inh,TCR activator,ELG1 DNA repair,B2AR arrestin,Eya2 phos inh,Mito fusion act,Tb PFK block,uPA generation,USP2a block,Chronic BCR inh
C(=N\Nc1nc2ccccc2[nH]1)/c1ccncc1,-88*,-2%,5%,?,-0.2%,-2%,-6%,-3%,0%,-1%,?
COc1ccc(OC)c(CCNC(=O)Cc2ccc(NC3=NC4CS(=O)(=O)CC4S3)cc2)c1 (stereo unspecified),4,0%,4%,1%,0.3%,-7%,2%,-1%,13%,4%,3%
Cc1ccc(NS(=O)(=O)c2c(C(=O)N3CCCCCC3)c(C)n(C)c2C)c(Cl)c1,-5,-7%,1%,3%,-0.8%,3%,-7%,9%,4%,0%,2%
CCCc1ccc(Oc2cc(NN3CCCCC3)c([N+](=O)[O-])cc2[N+](=O)[O-])cc1,0,0%,-1%,-12%,0.5%,6%,4%,-2%,7%,2%,nt
Cc1cccc(NC(=S)NCc2ccc3c(c2)cc(C)n3C)c1C,31,-9%,3%,26µM*,0.3%,0%,-6%,-26%,-14%,?,?
Cc1ccc(NC(=O)Cn2nnc3ccccc32)c(C)c1,-1,0%,6%,15%,0.3%,1%,4%,2%,-1%,12%,4%
COc1ccc(C(CNC(=O)c2oc3ccccc3c2C)N2CCCC2)cc1 (stereo unspecified),8,-1%,-2%,-13%,-0.5%,-4%,-1%,8%,-1%,-11%,-13%
CO/N=C/C(=N\Nc1ccc(C)cc1)C(=O)c1ccc(OC)cc1,1,-1%,0%,?,-0.6%,7%,-4%,4%,-13%,6%,-7%
O=C(COc1ccc(Cl)cc1Cl)N1CCN(C(=O)c2ccco2)CC1,1,-11%,2%,-2%,0.0%,-7%,6%,2%,-4%,2%,-7%
O=C(Nc1ccc(OC(F)(F)F)cc1)c1ccc2ccccc2n1,-24,-12%,4%,-14%,0.0%,15%,9%,-2%,1%,2%,?
CCOc1ccccc1-c1nc(C(N)=O)c2[nH]c(=O)n(-c3ccccc3)c2n1,-3,0%,-16%,?,0.0%,5%,1%,3%,-6%,0%,-3%
CCOc1ccc2nc(SCC(=O)NCc3ccc(OC)cc3)[nH]c2c1,14,-5%,-8%,?,0.2%,-27%,9%,-6%,4%,0%,-10%
Nc1nnc(SCC(=O)c2ccco2)s1,6,-6%,-6%,1%,-0.2%,14%,3%,-3%,5%,0%,-2%
COCCCn1c(=O)/c(=C\c2ccccc2OC(F)F)s/c1=C(/C#N)C(N)=O,7,-2%,-3%,-9%,-0.4%,13%,2%,4%,2%,-1%,1%
O=C(O)Cc1c(C(=O)O)nnn1-c1cccc(C(F)(F)F)c1,14,-7%,0%,-9%,-0.9%,3%,3%,2%,3%,4%,1%
COc1cccc(CNC(=O)C2CCCN(S(=O)(=O)c3c(C)[nH]c(=O)[nH]c3=O)C2)c1 (stereo unspecified),13,-6%,6%,5%,-0.4%,8%,-4%,-12%,7%,1%,-13%
CC(=O)Nc1nonc1-c1nc2ccccc2n1Cc1ccccn1,8,-5%,-2%,2%,0.0%,22%,0%,-1%,-8%,1%,1%
Cc1ccc(OCC(=O)Nc2nnc(S(=O)(=O)N3CCC(C)CC3)s2)cc1,0,3%,2%,2%,0.5%,5%,?,-27%,1%,2%,13%
COc1ccccc1N1CCN(S(=O)(=O)c2ccc(Br)s2)CC1,7,0%,4%,?,-0.6%,4%,1%,-1%,nt,-1%,5%
Cn1c(NC(=O)c2ccc(F)c(F)c2)cc(=O)n(C)c1=O,1,0%,-2%,18%,-0.4%,-30%,-3%,1%,-2%,2%,0%
COC(=O)c1cc(S(=O)(=O)N(C)C2CCCCC2)c[nH]1,-3,-6%,10%,24%,0.5%,-1%,9%,2%,-73%,2%,-16%
N#Cc1ccc(C(=O)NCC(c2ccco2)N2CCCC2)cc1 (stereo unspecified),8,-6%,-16%,11%,-0.6%,2%,-6%,0%,1%,0%,?
COCCCNc1nc2c(c(=O)[nH]c(=O)n2C)n1CC(O)COc1ccccc1C (stereo unspecified),0,-8%,-3%,-16%,-0.2%,1%,-1%,-2%,4%,-1%,-15%
COc1cc(OC)c(C=O)c(OC(=O)N2CCOCC2)c1,16,-2%,-2%,-13%,0.0%,-6%,1%,-6%,8%,-1%,-10%
Cc1ccc(C(=O)CSc2nc(-c3ccccc3)ccc2C#N)cc1,-11,14%,1%[46.1 µM],0%,-0.2%,1%,-1%,-5%,1%,1%,0%
Cc1cc(C(=O)Nc2ccccc2)c(C)o1,-3,-5%,-2%,?,0.1%,10%,0%,-1%,2%,3%,-17%
Nc1ccc(C(=O)OCC(=O)Nc2cc([N+](=O)[O-])ccc2F)cc1,8,-3%,4%[46.1 µM],-20%,0.3%,4%,7%,8%,-15%,3%,?
CCc1nnc(NC(=O)CSc2nnc(-c3ccncc3)n2Cc2ccccc2)s1,-2,nt,nt,3%,0.0%,4%,1%,-1%,nt,1%,0%
N#Cc1c(SCC(=O)N2CCOCC2)nsc1SCC(=O)N1CCOCC1,11,-9%,-4%,3%,-0.2%,5%,-6%,4%,2%,2%,3%
C/C(CC(=O)C(F)(F)F)=N\NC(=O)/C(C#N)=C/N(C)C,0,-1%,-9%,-4%,0.0%,-4%,-3%,1%,6%,2%,1%
Cc1ccc(C(=O)N2N=C(c3ccc(Br)cc3)CC2c2ccccc2O)cc1 (stereo unspecified),-2,0%,2%,?,0.3%,-10%,2%,3%,-15%,0%,?
Cc1csc(SCC(=O)N2CCN(S(=O)(=O)c3ccccc3)CC2)n1,0,-1%,0%,10%,0.3%,-2%,-1%,1%,1%,0%,-18%
CCc1cc(C(=O)COc2ccc(F)cc2)c(O)cc1O,-3,-9%,1%,?,-0.7%,-7%,?,0%,10%,0%,10%
COc1ccc(S(=O)(=O)NCc2cccnc2)cc1NC(=O)c1ccccc1,15,0%,3%,-2%,-0.1%,-8%,8%,-1%,1%,3%,5%
COc1cccc(CNC(=O)c2ccc(NC(=O)C3=CSCCO3)cc2)c1,-3,-3%,0%,?,0.2%,10%,17%,1%,1%,-1%,?
CC(C)(C)C(=O)Cn1c(=O)n(CC2CCCO2)c(=O)c2ccccc21 (stereo unspecified),0,-2%,10%,2%,-1.3%,-3%,-5%,3%,-3%,5%,5%
COc1cccc(C2NC(C)(C(=O)O)C3C(=O)N(C(C)C)C(=O)C23)c1O (stereo unspecified),2,0%,-4%,0%,0.0%,12%,1%,-21%,-2%,5%,5%
COc1ccc2nc(COC(=O)c3cccs3)c(C(C)=O)[n+]([O-])c2c1,2,-4%,1%,8%,-0.2%,-9%,0%,-15%,-7%,3%,0%
Cc1ccc2[nH]c(=O)c(CN(CCCN(C)C)C(=S)NCCc3ccccc3)cc2c1,3,0%,6%,4%,-0.6%,-8%,3%,4%,-8%,-2%,?
Oc1cccc(Nc2c3ccccc3nc3ccccc23)c1,0,-1%,0%,?,-0.4%,-5%,4%,14%,?,-1%,?
C[C@H](CO)N1C[C@H](C)[C@@H](CN(C)CC2CCCCC2)Oc2c(NC(=O)Cc3ccccc3)cccc2C1=O,-7,-2%,-2%,?,0.2%,-20%,nt,0%,?,-9%,?
CCc1nnc(SCC(=O)Nc2nccs2)n1CC,11,-3%,-1%,8%,0.3%,1%,3%,0%,-1%,5%,?
O=C(Nc1ccccc1C(=O)Nc1ccncc1)c1ccccc1,-10,-2%,-6%,20%,0.1%,10%,6%,1%,-8%,-7%,?
CC(=O)Nc1ccc(S(=O)(=O)NC2CC(=O)N(c3ccc4c(c3)OCCO4)C2)cc1 (stereo unspecified),-4,0%,-7%,15%,0.2%,-23%,5%,5%,0%,1%,-12%
COc1ccccc1NC(=O)CC(=O)CSc1nnc(-c2ccc(C)cc2)n1-c1ccccc1,-7,0%,-4%,6%,-0.7%,7%,-11%,4%,5%,1%,-6%
